TNAP act DEA = human TNAP enzyme activators, primary screen, biochemical, luminescent, intermediate phosphate acceptor level | Alkaline phosphatase, tissue-nonspecific isozyme (Homo sapiens), P05186 | purified TNAP, CDP-star luminescence, 100 mM DEA, 30 min; hits give high values; scale: 0 levamisole-inhibited, 1 vehicle-only enzyme | activation factor at 20 µM | 64,000 tested, under 10 active;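 active = activation factor of at least 2 at 20 µM, relative to controls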
Target sequence (P05186 whole entry, looked up): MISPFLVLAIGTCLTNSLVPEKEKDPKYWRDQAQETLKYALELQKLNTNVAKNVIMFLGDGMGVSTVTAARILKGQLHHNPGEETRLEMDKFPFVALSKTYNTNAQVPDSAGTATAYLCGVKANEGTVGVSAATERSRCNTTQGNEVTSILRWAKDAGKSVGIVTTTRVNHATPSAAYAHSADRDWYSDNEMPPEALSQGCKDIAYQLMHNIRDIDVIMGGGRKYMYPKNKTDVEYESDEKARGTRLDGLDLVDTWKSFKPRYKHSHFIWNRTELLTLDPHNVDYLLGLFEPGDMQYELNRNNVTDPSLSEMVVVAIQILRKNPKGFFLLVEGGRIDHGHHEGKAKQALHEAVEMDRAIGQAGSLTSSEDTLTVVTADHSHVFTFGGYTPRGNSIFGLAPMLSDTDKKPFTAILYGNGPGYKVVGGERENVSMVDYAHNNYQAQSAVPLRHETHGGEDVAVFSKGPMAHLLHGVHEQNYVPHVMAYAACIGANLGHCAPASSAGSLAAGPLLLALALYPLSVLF
SF1 activator = activators of human SF-1, primary screen, cell-based, CHO-K1, Gal4-SF-1 LBD, luciferase luminescence | AID 522, 2006 | CHO-K1 Gal4-SF-1 LBD luciferase reporter; % increase over DMSO SF-1-specific signal | Steroidogenic factor 1 (Homo sapiens), Q13285 | activation, % at 10 µM | actives 1.9% (n = 65,000);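 active = activation above the mean activation of all tested compounds plus 3 SD, cut at about 50% in these data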
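Test system: CHO-K1 cells co-transfected with Gal4 DBD–human SF-1 LBD, 5xGal4 luciferase reporter. Quantity: 4,000 cells per well. Compound: 10 µM only. Incubation: compound added 1 h post-seeding, 20 h exposure at 37 °C, 5% CO2. Detection: SteadyLite luciferase luminescence. Replication: one test per compound.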
M1 ag = M1 muscarinic receptor agonists, primary screen, CHO-M1 cells, Fluo-4 calcium, agonist mode | actives 3% (n = 64,000) | Muscarinic acetylcholine receptor M1 | B-score at 10 µM | Fluo-4 calcium fluorescence; hits give high values | AID 626, 2007;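 active = fluorescence rise, raw or as B-score row- and column-corrected plate score, outside the 99.7% band of its plate's samples, either direction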
HEK293 NFkB inh = inhibitors of PMA/ionomycin-induced NF-kB reporter, primary screen, antigen receptor NF-kB inhibitor project, cell-based, HEK-293 luciferase reporter, luminescence | HEK-293 NF-kB luciferase reporter | inhibition, % at 3 µM | actives 0.21% (n = 62,000);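 active = inhibition above the mean of all tested compounds plus 3 SD, cut at about 40% in these data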;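 note: 0% = stimulated DMSO wells and 100% = 10 µM reference inhibitor 5653914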
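System: NF-kB luciferase reporter HEK-293 cells | Replication: Single test | Control set: DMSO vs reference inhibitor | Evaluation: % inhibition | Schedule: 1 h pretreatment, 16 h stimulation, 37 °C | Probe or stimulus: PMA with ionomycin | Compound dosing: One dose, 3 µM | Detection: Luciferase luminescence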
Jurkat tox 60K = cytotoxicity toward Jurkat T cells, primary screen, cytotoxicity control, cell-based, Jurkat E6.1, 60K MLSMR library; AID 463, 2006; Jurkat E6.1 viability, ATP luminescence, 48 h; actives 1.2% (n = 56,000); inhibition, % at 4 µM;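 active = inhibition above the mean inhibition of all tested compounds plus 3 SD, cut at about 28% in these data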
NADH coupling = inhibitors of PK/LDH coupling enzymes, profiling panel, artefact control, biochemical, MLSMR library. actives 0.02% (n = 65,000). IC50, µM (series often up to 10 µM), without a hit: at the top dose inhibition. coupled PK/LDH NADH assays, four targets;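 active = single-dose screening hits from any of four coupled enzyme assays that gave an IC50 when retested across doses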;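 note: the DPM-DC format reads NADH fluorescence rather than 340 nm absorbance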
Ecoli tolC = growth inhibitors of E. coli tolC mutant, primary screen, strain BW25113 ΔtolC::kan, 384-well. OD615. growth inhibition, % at 10 µM (by protocol). actives 2.2% (n = 65,000). AID 573, 2007;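 active = growth inhibition at or above a cutoff equal to the mean over every tested compound plus 3 SD, cut at about 60% in these data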;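 note: growth measured after 20 h incubation at 37 °C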
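Test system: E. coli BW25113 ΔtolC::kan bacteria | Medium: Kanamycin-containing LB broth (50 µg/mL) | Dosing: One dose of 10 µM final | Times: 20 h incubation with compound, 37 °C | Detection: Optical density read at 615 nm | Read-out basis: Percent growth inhibition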
M1 antagonist = antagonists of rat M1 muscarinic receptor; Muscarinic acetylcholine receptor M1 (Rattus norvegicus), P08482; CHO-M1 cells, Fluo-4 calcium, ACh EC80 antagonist mode; hits give low values; B-score at 10 µM; actives 3.4% (n = 64,000); AID 628, 2007;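 active = calcium fluorescence response, raw or row-and-column corrected B-score, differing from the plate sample mean either way at a set confidence level, mostly lower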
Target sequence (P08482 whole entry, looked up): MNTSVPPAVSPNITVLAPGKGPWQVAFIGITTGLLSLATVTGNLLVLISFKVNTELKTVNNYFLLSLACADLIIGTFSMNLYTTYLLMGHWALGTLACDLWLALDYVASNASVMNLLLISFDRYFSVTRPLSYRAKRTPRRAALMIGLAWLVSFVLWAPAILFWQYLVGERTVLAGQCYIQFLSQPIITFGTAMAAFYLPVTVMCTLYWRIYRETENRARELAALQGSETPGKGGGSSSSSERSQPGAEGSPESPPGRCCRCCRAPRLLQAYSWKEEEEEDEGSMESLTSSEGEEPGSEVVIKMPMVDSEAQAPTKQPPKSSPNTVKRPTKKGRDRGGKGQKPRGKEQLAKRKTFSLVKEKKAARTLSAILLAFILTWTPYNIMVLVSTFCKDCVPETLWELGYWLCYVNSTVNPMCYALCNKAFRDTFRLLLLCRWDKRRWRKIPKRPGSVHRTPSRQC
D1 mod = D1 CRE-luciferase signal change, two-sided – cell-based, HEK293 D1, dopamine EC30, D1 allosteric modulator project, primary screen; B-score at 10 µM; dopamine EC30 potentiation; actives deviate in either direction; actives 5.9% (n = 58,000); AID 641, 2007;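 active = luminescence count or its row- and column-corrected plate score outside the 99.7% band of the plate's sample wells, on either side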
Numbers without * were called inactive; / = no result given; [ ] = another dose, or the depositor's remark.

SMILES | TNAP act DEA | SF1 activator | M1 ag | HEK293 NFkB inh | Jurkat tox 60K | NADH coupling | Ecoli tolC | M1 antagonist | D1 mod
O=C1CC(N2CCN(c3ccccc3)CC2)C(=O)N1CCc1ccccc1 (configuration not stated) | 0.9 | -10.3 | -0.203 | 16.4 | -4.6 | 1.0% | -0.3 | -0.0999 | -0.418
CCOC(=O)C1CCCN(C(=O)C2CCN(S(=O)(=O)N3CCC4(CC3)OCCO4)CC2)C1 (configuration not stated) | 1 | -9.8 | -0.411 | 15.0 | 7.2 | 11.0% | 15.1 | 0.0478 | -0.494
CN=C1SC(CC(=O)Nc2sc3c(c2C#N)CCCC3)C(=O)N1C (configuration not stated) | 0.9 | -1.0 | -1.26 | -5.0 | / | 6.0% | 8.7 | 0.783 | /
Clc1ccccc1CSc1ncccn1 | 0.9 | 2.9 | 0.388 | 10.2 | -2.2 | 7.0% | 6.4 | 0.0421 | 1.14
CC(NC(=O)c1ccc2c(c1)OCCO2)C(=O)O (configuration not stated) | 0.9 | 4.3 | 0.0138 | 5.7 | 2.9 | 5.0% | -27.0 | -1.04 | -0.675
COc1ccc(C(=O)Nc2nc3cc(OC)c(OC)cc3c(=O)[nH]2)cc1 | 0.9 | -1.3 | -0.13 | 19.2 | 6.2 | 4.0% | -4.5 | 10.3* | -0.498
O=C(NC1CCCCCC1)C1c2ccccc2C(=O)N1Cc1ccco1 (configuration not stated) | 0.7 | -3.3 | -0.3 | 7.7 | -5.1 | 4.0% | 6.4 | -1.33 | -0.715
Cc1oc(/N=C/c2ccc3c(c2)OCO3)c(C#N)c1C | 0.8 | -16.4 | -0.0343 | 5.6 | -4.2 | 2.0% | -10.1 | 0.812 | -0.781
C=CCn1c(N2C(=O)CC(Cc3ccccc3)C2=O)nc2ccccc21 (configuration not stated) | 1.1 | 5.7 | 0.0139 | 4.3 | 2.1 | 3.0% | 5.1 | -0.15 | -0.011
COCc1nnc(NC(=O)CCCOc2ccccc2OC)s1 | 0.9 | 13.6 | 0.508 | 6.9 | -5.2 | 1.0% | -10.9 | 1.23 | 1.71
CCOC(=O)Cn1c2c(c(-c3ccccc3OC)cc1=O)CCCC2 | 1 | 7.3 | 0.0131 | 15.6 | 4.6 | 1.0% | 46.7 | -0.0571 | 0.678
CN(Cc1ccccc1)C(=O)c1cnc2n(c1=O)CCS2 | / | 12.8 | -0.532 | 8.3 | -3.1 | 3.0% | -22.4 | -0.066 | -0.0272
CC1CCCC(C)N1S(=O)(=O)c1ccc(NC(=O)CNCC2CCCO2)cc1 (configuration not stated) | 1 | 2.3 | 0.0178 | 11.6 | / | 4.0% | 13.6 | 0.204 | 0.814
COc1ccccc1NS(=O)(=O)c1ccc(C)c(C(=O)NCC2CCCO2)c1 (configuration not stated) | 0.9 | -1.5 | 0.293 | 11.9 | 4.1 | 9.0% | -4.3 | -0.707 | -1.43
COc1ccc(S(=O)(=O)n2ccnc2)c2cccnc12 | 0.9 | -15.5 | 0.328 | 0.4 | -2.2 | 6.0% | -28.3 | 0.0911 | 2.25
CCN(CC)S(=O)(=O)c1ccc(S(=O)(=O)Nc2ccc(C(=O)N3CCCC3)cc2)cc1 | 0.9 | 27.5 | 2.21* | 1.3 | 8.1 | 7.0% | 3.0 | 0.876 | -0.0229
C=CCOc1cccc(C2/C(=C(/O)c3ccccc3)C(=O)C(=O)N2CCN2CCOCC2)c1 (configuration not stated) | 0.9 | 3.1 | -0.416 | 13.7 | -5.0 | 9.0% | -11.0 | 0.198 | 0.0346
O=C(C1CCCN(S(=O)(=O)c2cccs2)C1)N1CCc2ccccc2C1 (configuration not stated) | 0.9 | 1.4 | -1.22 | 7.7 | -2.1 | 2.0% | 16.6 | 0.589 | 0.746
c1ccc2c(c1)CC1(CCCC1)n1nnnc1-2 | 0.9 | -16.1 | -0.0512 | 9.7 | -0.9 | 2.0% | -1.3 | 0.782 | /
Cn1c(N)c(C(=O)CSc2nc3ccccc3n2-c2ccccc2)c(=O)n(C)c1=O | 0.9 | 12.9 | -0.185 | 6.0 | -3.5 | 4.0% | -15.2 | -0.446 | 0.967
CCOC(=O)CNC(=O)CSc1ncnc2c1cnn2-c1ccc(C)cc1 | 0.9 | -23.4 | -2.17* | 13.1 | -3.8 | 6.0% | 13.3 | 0.000357 | -3.27
Cc1nc(N)sc1-c1csc(Nc2ccc(Cl)cn2)n1 | 1 | 26.0 | -0.496 | 6.1 | 12.0 | 9.0% | 19.7 | -0.142 | 1.15
COc1ccccc1NC(=O)CSC1=NC(=O)C(NC(C)=O)C(=O)N1 (configuration not stated) | 0.8 | 18.3 | -0.141 | 4.2 | 1.1 | 3.0% | -23.0 | 0.281 | -1.13
COc1ccc(C(=O)NCc2cn3c(C)csc3n2)cc1OC | / | 5.2 | 0.349 | 7.9 | 1.5 | 36.0% | 2.7 | -0.166 | 8.31*
CCn1nccc1C(=O)Nc1ccc(Cl)cc1Cl | 0.9 | 66.7* | 0 | 10.7 | 0.2 | 6.0% | -0.3 | 0.319 | 0.47

Single records (already shown). Values in the order: TNAP act DEA | SF1 activator | M1 ag | HEK293 NFkB inh | Jurkat tox 60K | NADH coupling | Ecoli tolC | M1 antagonist | D1 mod
Cc1oc(/N=C/c2ccc3c(c2)OCO3)c(C#N)c1C is listed as 0.8 | -16.4 | -0.0343 | 5.6 | -4.2 | 2.0% | -10.1 | 0.812 | -0.781
Cc1nc(N)sc1-c1csc(Nc2ccc(Cl)cn2)n1 is listed as 1 | 26.0 | -0.496 | 6.1 | 12.0 | 9.0% | 19.7 | -0.142 | 1.15

(further entries)
SMILES | TNAP act DEA | SF1 activator | M1 ag | HEK293 NFkB inh | Jurkat tox 60K | NADH coupling | Ecoli tolC | M1 antagonist | D1 mod
Cc1ccc2cc(-c3noc(C4CCCO4)n3)c(=O)[nH]c2c1 (configuration not stated) | 0.9 | 7.5 | -1.67 | -7.4 | -15.3 | 0.0%[fluoresces] | -7.8 | 0.816 | 0.222
COc1ccc(-c2cc3nc(C)cc(C)n3n2)c(OC)c1 | 0.9 | 1.4 | 0.364 | -4.5 | 0.5 | 13.0% | -19.4 | 0.972 | 0.351
COc1cccc(N2CCN(C(=O)CN(C)S(=O)(=O)c3ccc4c(c3)CCC(=O)N4)CC2)c1 | 1 | -22.9 | 0.0344 | 13.0 | -0.8 | 4.0% | 13.9 | -0.0714 | /
O=C(NCCCN1CCN(c2cccc(Cl)c2)CC1)c1cccc(N2CCCC2=O)c1 | 1 | -4.6 | -0.0388 | 11.5 | / | 8.0% | 16.8 | -2.16 | /
CCOC(=O)CSc1nc2ccccc2n1C(=O)OCC | 1 | 11.2 | 0.466 | 16.1 | 0.5 | 5.0% | 8.4 | 0.653 | 2.43
COc1ccc2[nH]c(=O)c(CN(CCO)S(=O)(=O)c3ccc4c(c3)OCCO4)cc2c1 | 0.8 | -11.1 | 0.984 | 12.1 | 3.2 | 4.0% | -11.6 | 0.201 | -0.163
Cn1ccnc1SCC(=O)N(C1CCCCC1)C1CCCCC1 | 1 | -11.6 | 1.03 | 15.7 | 8.1 | 8.0% | 10.5 | -1.07 | 0.205
CCCCCCNC(=O)C(C(=O)OCC)C1CCCCC1 (configuration not stated) | 1 | 9.3 | 0.208 | 15.4 | -1.6 | 5.0% | 8.2 | -0.984 | -0.196
CC(=O)Nc1ccc(S(=O)(=O)NCc2ccc(C(=O)NCCN3CCCCCC3)cc2)cc1 | 0.9 | -3.5 | 0.149 | -0.3 | -4.7 | 0.0% | -3.7 | -0.0678 | 1.86
Cc1nc2sc(C(c3cccs3)N3CCC(C(N)=O)CC3)c(O)n2n1 (configuration not stated) | 0.8 | 5.6 | 0.046 | 20.6 | 6.1 | 1.0% | -4.6 | 0.0953 | -1.49
O=C(N[C@@H](Cc1ccccc1)C(=O)O)c1cccnc1 | 1 | -11.9 | -0.361 | 7.8 | -0.4 | 1.0% | -8.7 | -0.109 | 0.018
CC1CCN(CC(O)COC2CCC(C(C)(C)C)CC2)CC1 (configuration not stated) | 0.9 | 7.1 | -0.0896 | 0.2 | 1.2 | 2.0% | 34.7 | -4.03* | -1.26
Cc1nc2ccc(Nc3nc4cc(S(=O)(=O)N5CCOCC5)ccc4o3)cc2s1 | 1 | 14.3 | -0.572 | -6.3 | 3.0 | 6.0% | 10.3 | -0.175 | 0.301
O=C(c1ccccc1F)N1CCN(c2cccc(C(F)(F)F)c2)CC1 | 0.9 | -5.2 | 0.0281 | 29.1 | 8.6 | 6.0% | 14.7 | -2.92* | -0.132
COc1ccc(OC)c(NC(=O)c2ccc(S(=O)(=O)N3CCN(C)CC3)cc2)c1 | 0.9 | 1.2 | -0.0107 | 1.7 | -7.1 | 9.0% | -19.7 | 1.14 | -0.912
COCCCn1c(SCC(N)=O)nnc1-c1ccccc1 | 0.8 | -0.2 | 0.0886 | 6.4 | 1.0 | 4.0% | -22.6 | 0.0285 | 0.175
CNc1oc(C)nc1S(=O)(=O)c1ccccc1 | 1 | -15.8 | 0.00811 | 12.7 | -2.1 | 5.0% | 4.3 | -0.974 | 0.0179
COc1ccc(CCNC(=O)CC2Nc3cc(C)c(C)cc3NC2=O)cc1OC (configuration not stated) | 1 | 10.1 | -1.28 | 14.4 | -5.8 | 6.0% | -3.0 | 0.0566 | 0.562
CSc1nc2ccccc2n1CC(=O)Nc1ccccc1 | 0.9 | -11.2 | 1.69 | 10.2 | -3.1 | 3.0% | 19.0 | 1.17 | -1.53

Filtered by structure, the entries above with an aryl thioether with sulfur outside any ring (7)
SMILES | TNAP act DEA | SF1 activator | M1 ag | HEK293 NFkB inh | Jurkat tox 60K | NADH coupling | Ecoli tolC | M1 antagonist | D1 mod
Clc1ccccc1CSc1ncccn1 | 0.9 | 2.9 | 0.388 | 10.2 | -2.2 | 7.0% | 6.4 | 0.0421 | 1.14
Cn1c(N)c(C(=O)CSc2nc3ccccc3n2-c2ccccc2)c(=O)n(C)c1=O | 0.9 | 12.9 | -0.185 | 6.0 | -3.5 | 4.0% | -15.2 | -0.446 | 0.967
CCOC(=O)CNC(=O)CSc1ncnc2c1cnn2-c1ccc(C)cc1 | 0.9 | -23.4 | -2.17* | 13.1 | -3.8 | 6.0% | 13.3 | 0.000357 | -3.27
CCOC(=O)CSc1nc2ccccc2n1C(=O)OCC | 1 | 11.2 | 0.466 | 16.1 | 0.5 | 5.0% | 8.4 | 0.653 | 2.43
Cn1ccnc1SCC(=O)N(C1CCCCC1)C1CCCCC1 | 1 | -11.6 | 1.03 | 15.7 | 8.1 | 8.0% | 10.5 | -1.07 | 0.205
COCCCn1c(SCC(N)=O)nnc1-c1ccccc1 | 0.8 | -0.2 | 0.0886 | 6.4 | 1.0 | 4.0% | -22.6 | 0.0285 | 0.175
CSc1nc2ccccc2n1CC(=O)Nc1ccccc1 | 0.9 | -11.2 | 1.69 | 10.2 | -3.1 | 3.0% | 19.0 | 1.17 | -1.53

Compounds were not picked by outcome; overall some 15% were active at least once.
